# A549 tox – A549 cytotoxicity, counter-screen for Nrf2 inhibitors; A549 ARE-Fluc cells, CellTiter-Fluor viability, 18-24 h; Potency, µM (doses to about 46 µM), inactives show at the top dose activity change, negative = cytotoxicity, hits mostly inhibitors; 0.16% of 390,000 active; also: potency is read from the fitted curve at half-maximal effect; % is scaled to controls: 0 for no effect and ±100 for the full control effect
#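 Cytotoxicity counterscreen: CellTiter-Fluor fluorescence was measured in A549 ARE_Fluc cells after 18-24 h of compound exposure in a concentration series. The subsequent BugLite luminescent read reports ARE-luciferase activity.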
# S2 tox – cell viability loss in ATXN counter-screen; S2 cells (HEK-293 line with an ATXN2-luciferase reporter) viability, CellTiter-Fluor protease fluorescence, 24 h; Potency, µM (top dose mostly 56.7 µM), hits mostly cytotoxic; 0.49% of 400,000 active; AID 651635; also: potency is read from the fitted curve at half-maximal effect; nearly all actives have a fitted effect of over 40% in size
# TGFb SMAD3 inh – TGF-b pathway inhibition; AID 588855; HepG2 CAGA-GFP TGF-b/SMAD3 reporter, GFP fluorescence, 18 h; TGF-beta stimulated, 500 pg/mL final; Potency, µM (titrated, usually from 46.1 µM), without a hit: at the top dose activity, negative = inhibition, actives largely listed as inhibitors; 1.2% of 410,000 active; also: potency is read from the fitted curve at half-maximal effect; % is scaled to controls: 0 for no effect and ±100 for the full control effect; nearly all actives have a fitted effect of over 65% in size
#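 Inhibition of TGF-beta-driven CAGA-GFP reporter expression in HEPG2 cells is measured by cellular GFP fluorescence after 18 h stimulation with 500 pg/mL recombinant TGF-beta in 1% FBS medium at 37 degrees C.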
# Nrf2 ARE act – Nrf2 pathway activation; Potency, µM (doses to about 46.1 µM), without a hit: top-dose activation, most hits filed as activators; AID 624171; 0.31% of 410,000 active; AREc32 ARE-luciferase reporter (MCF7-derived line), luminescence, 24 h; also: potency is read from the fitted curve at half-maximal effect; % of control where 0% means no effect; nearly all actives have a fitted effect of over 65% in size
#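 Luciferase luminescence (Steady-Glo, 30 min at room temperature) served as the read-out of ARE activation in AREc32 cells treated with compounds for 24 hr at 37 deg C.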
# CCT modulator – cytosolic chaperonin activity modulation; purified chaperonin ATPase assay, HTRF ADP detection, 30 min; activity change, % (concentration not given with the values), hits read low; 0.3% of 360,000 active; AID 651819; in the data active = activity change below about -30%; also: % is scaled to controls: 0 for no effect and ±100 for the full control effect
#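 TRiC (40 or 20 nM final, by batch activity) in 30 mM Tris pH 7.4, 100 mM KCl, 5 mM MgCl2, 1 mM DTT was treated with compound at 76 uM single dose, then 10 uM ATP, 30 min at 37 °C. ADP was read by HTRF Transcreener.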
# Akt phos inh – blocks phosphorylation of Akt. activity change, % for hits at 50 µM. AID 651550. 0.32% of 360,000 active. Neuro2A IGF-stimulated pAkt S473 HTRF, 20 min; active compounds read low; in the data active = activity change below about -80%; inconclusive = mostly about -51% to -80%; also: % is scaled to controls: 0 for no effect and ±100 for the full control effect
#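 Neuro2A cells (4,500/well, DMEM with 0.5% FBS) were treated with compound at a single 50 µM final concentration, stimulated with 6 nM IGF for 20 min at 37 °C, and lysed. Phospho-Akt Ser473 was read by HTRF as 665/615 ratio ×10^4.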
# Nrf2 inh – inhibitors of Nrf2 signaling; A549 ARE-Fluc reporter, luciferase luminescence, 18-24 h; Potency, µM (doses to about 46 µM), for inactives: at the top dose activity change, negative = inhibition, hits mostly inhibitors; 2.1% of 360,000 active; also: potency is read from the fitted curve at half-maximal effect; % is scaled to controls: 0 for no effect and ±100 for the full control effect; nearly all actives have a fitted effect of over 60% in size
#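 In this cell-based qHTS, ARE-driven firefly luciferase in A549 cells reports Nrf2 activity; the luminescent signal after BugLite lysis is the measured value, with a prior CellTiter-Fluor read for cell health.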
# MmCpn inh – inhibitors of Methanococcus maripaludis chaperonin (MmCpn). purified Mm-Cpn ATPase, ADP Transcreener TR-FRET. Potency, µM (series often up to 76.9 µM), for inactives: top-dose activity, negative = inhibition, usual class: inhibitors. 0.031% of 330,000 active. AID 504842; also: potency is read from the fitted curve at half-maximal effect; % is scaled to controls: 0 for no effect and ±100 for the full control effect; nearly all actives have a fitted effect of over 80% in size
#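 TR-FRET (320 nm excitation; 590 and 665 nm emission) reports ADP made from 10 uM ATP by 25 nM enzyme; compounds were preincubated 10 min, reaction run 30 min, both at 37°C.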
# HepG2 viability – HepG2 cytotoxicity, counter-screen for TGF-b inhibitors. HepG2 CAGA-GFP viability, ATP luminescence, 18 h. Potency, µM (series often up to 46.1 µM), without a hit: top-dose activity change, negative = cytotoxicity, usual class: cytotoxic. 0.76% of 410,000 active; also: potency is read from the fitted curve at half-maximal effect; some results filed as inactive show a strong effect at the top dose
#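 HepG2 CAGA-GFP cells (1000/well, DMEM with 1% FBS) received compound, then TGF-beta at 500 pg/mL final, and were incubated 18 hours at 37 degrees C. Viability was read by CellTiter-Glo luminescence. Media-only wells were set as complete cell-killing and DMSO as no toxicity.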
# Active calls of the source: *; i = inactive; ? = inconclusive; . = no result given; & = joins results of further samples; [ ] = remark or other dose. Unless noted, calls follow the shape of the dose curve; as a rule, active = well fitted curve in the direction sought with a large enough effect; inconclusive = small, poorly fitted or top-dose-only effect, or another doubt; inactive = no such curve, though single readings can be large; an effect the other way counts as inactive or inconclusive. The order is random (roughly 4.4% active in at least one column).
SMILES,A549 tox,S2 tox,TGFb SMAD3 inh,Nrf2 ARE act,CCT modulator,Akt phos inh,Nrf2 inh,MmCpn inh,HepG2 viability
O=C(NC1CC(=O)N(c2cccc(F)c2)C1)c1cc2ccccc2o1 (configuration not stated),5%,.,?,0.7%,.,.,.,.,-22%
CS(=O)(=O)N(CC(=O)NCCc1ccccc1)C1CCCCC1,2%,i,-2%,0.5%,1.8,i,3%,0%,-23%
Cc1ccc(/C=N/N=C2/NC(=O)C(CC(=O)Nc3ccc(Cl)cc3)S2)o1 (configuration not stated),-4%,?,0%,3.7%,0.4,i,-3%,-2%,-4%
Cc1ccc(CN2CCCN(Cc3c(C)cc(C)cc3C)S2(=O)=O)cc1,2%&2%,i,-13%&0%,0.5%&-0.3%,-2.1,i,7%&8%,-1%,-17%&-27%
Cn1ccc2cc(-c3ccc4ncnc(NCc5cccs5)c4c3)ccc21,-3%,?,?,-0.2%,.,.,?,?,-25%
CC1CCCC(NC(=O)COC(=O)[C@@H]2CC(O)CN2S(=O)(=O)c2ccc3c(c2)OCCO3)C1C (some centres not stated),2%,i,-3%,0.1%,-0.8,i,2%,1%,2%
Cc1cc(-c2ccccc2)n2ncc(C#N)c2n1,-6%,i,-11%,15%,-1.4,i,-20%,-5%,-21%
Cc1cc(NC(=O)CCC(=O)N(C(C(=O)NC(C)(C)C)c2ccccc2Cl)C(C)(C)C)no1 (configuration not stated),6%,.,0%,-0.6%,-1.4,i,16%,2%,1%
O=C(CSc1nc2ccccc2n1-c1ccccc1)NCC1CCCO1 (configuration not stated),0%,i,0%,-0.2%,1.3,i,-21%,0%,-5%
COc1ccc(NC(=O)CS(=O)(=O)c2ccccc2)cc1,-1%,i,-1%,-0.3%,-61*,i,3%,0%,2%
CCOC(=O)c1c(C)[nH]c(CCC(=O)NCc2ccc(F)cc2)c1C,1%,.,-13%,-0.3%,.,.,.,.,17%
Clc1cccc(-c2noc3ncnc(NC4CCCCC4)c23)c1,8%,i,0%,0.2%,.,.,?,.,-5%
Cc1ccccc1NC(=O)CCC(=O)N1CCSc2ccccc21,0%,.,?,-0.1%,.,.,24%,.,-28%
CCOC(=O)c1c(NC(=O)c2nc3n(n2)C(C(F)F)CC(C)N3)sc2c1CCCC2 (configuration not stated),7%,i,28%,-0.6%,-1.3,i,-11%,1%,-8%
Nc1nnc(-c2ccccc2)c(-c2ccccc2)n1,-2%,i,-4%,-0.8%,-0.3,i,4%,1%,5%
Cc1nnc(-c2ccccc2)nc1N1CCOCC1,-1%,i,4%,0.4%,0.0,i,-5%,1%,-20%
CC(C)[C@H](NC(=O)N1c2ccccc2NC(=O)[C@@H]1C(C)C)C(=O)N[C@@H](C(=O)O)c1ccccc1,1%,i,2%,-1.1%,-5.7,i,2%,3%,-6%
CC1CCN(C(=S)Nc2ccc3nc4n(c(=O)c3c2)CCCCC4)CC1,1%,i,-12%,3.8%,-0.3,i,?,0%,-3%
CC/C(=N\NC(=O)Cc1ccc(Br)cc1)c1cccs1,11%,i,-3%,-0.5%,-1.6,i,4%,2%,-1%
COc1ccccc1N(C)S(=O)(=O)c1ccc(C(=O)O)cc1,-1%,i,-2%,-0.3%,-0.7,i,1%,2%,5%
Cc1ccc(C(=O)OCC(=O)Nc2sc3c(c2C#N)CCCC3)cc1NC(=O)c1ccco1,-4%,i,4%,3.1%,-2.3,i,-25%,-1%,-8%
O=C(OCc1ccco1)c1ccc2c(c1)N(Cc1cccc(F)c1)C(=O)c1ccccc1S2,-1%,i,8%,22%,.,.,.,.,-10%
CC1CCN(c2ccc3c(c2)S(=O)(=O)c2cccc(C(=O)NCc4ccc(F)cc4)c2C3=O)CC1,-1%,i,36%,0.0%,-1.1,i,9%,-1%,-18%
Fc1ccc(-c2nnc(SCc3ncc(-c4ccccc4)o3)n2CC2CCCO2)cc1 (configuration not stated),-14%,?,-6%,0.1%,-0.2,i,-12%,0%,-4%
C#CCOCCOCCOCCNc1nc(N2CCN(C(=O)[C@H](CCCN=C(N)N)n3cc(C(N)[C@H](C)CC)nn3)CC2)nc(N2CCN(C(=O)[C@H](CC(N)=O)n3cc(C(N)[C@@H](C)CC)nn3)CC2)n1 (some centres not stated),4%,i,3%,-0.4%,0.3,i,2%,-1%,21%

# Additional compounds follow:
SMILES,A549 tox,S2 tox,TGFb SMAD3 inh,Nrf2 ARE act,CCT modulator,Akt phos inh,Nrf2 inh,MmCpn inh,HepG2 viability
CC(C)(C)C1CCC(=NNC(=O)c2cc(-c3ccccc3)n[nH]2)CC1 (configuration not stated),6%,i,?,3.8%,0.4,i,-29%,1%,-13%
Cc1cc(C)n(-c2nc(NC(C)C)nc(NC(C)C)n2)n1,0%&0%,i,?,0.4%,-7.7,i,?,0%,0%&1%
O=C(NCc1ccccc1Cl)C1CCN(S(=O)(=O)c2ccc(N3CCCC3=O)cc2)CC1,8%,i,-1%,0.5%,2.4,i,5%,1%,-16%
COc1ccc([N+](=O)[O-])cc1NC(=O)c1ccc(CN(c2ccc(C)c(C)c2)S(C)(=O)=O)cc1,-11%,i,24%,0.2%,-2.7,i,?,-2%,2%
CC(=O)c1cccc(NC(=O)c2ccc(N(Cc3ccccc3C)S(C)(=O)=O)cc2)c1,0%,i,?,6.3%,1.0,i,.,-3%,-4%
CCn1c(SCC(=O)N2CCOCC2)nnc1-c1cccs1,0%,i,-3%,1.8%,-1.1,i,13%,1%,-28%
Oc1ccccc1-c1csc(-c2ccccc2)n1,13%,i,-24%,?,-1.2,i,?,4%,-23%
CCCCn1c(N)c(N(CCOC)C(=O)c2cc3c(s2)CCCCC3)c(=O)[nH]c1=O,-13%,?,0%,-0.7%,-1.8,i,-2%,-1%,-32%
Cc1ccc(C(=O)OCC(=O)NC(=O)c2cccn2C)cc1,17%,i,5%,-2.6%,0.3,i,1.3µM*,0%,-14%
O=C1N(Cc2ccccc2)CCCC12CCCN(Cc1ccccc1)C2=O,3%,?,-1%,0.1%,-2.2,i,-20%,0%,2%
O=C(CNc1cc(S(=O)(=O)N2CCCC2)ccc1OCC(F)(F)F)Nc1ccc(SC(F)F)cc1,?,?,0%,5.4%,2.6,i,5.2µM*,1%,-6%
O=C(NCc1ccccc1)c1cc(C2CCCN(S(=O)(=O)c3ccccc3)C2)on1 (configuration not stated),.,i,9%,0.3%[9.22 µM],0.8,i,.,.,-4%
CN(C)C1(CNC(=O)COc2ccc([N+](=O)[O-])cc2)CCCCC1,5%,i,1%,-1.0%,.,.,-1%,.,-3%
Cc1cc2c(cc1S(=O)(=O)N(C)CC(=O)Nc1cccc(C#N)c1)OCC(=O)N2,-11%,i,1%,2.7%,.,.,.,.,1%
COCC(=O)Nc1cc([N+](=O)[O-])ccc1OC,-4%,i,-6%,0.3%,-0.6,i,-10%,0%,27%
COCCNC(=O)C1CCCN(C(=O)c2ccc3ccccc3n2)CC1 (configuration not stated),.,i,3%,-0.7%,-0.6,i,.,.,-4%
CC(C)NCCCOc1ccc(Cl)cc1Br,-9%,?,0%,2.5%,-3.5,i,-5%,1%,-38%
N#Cc1ccc(C23CC4(C2)[C@H](CN(CC2CCCCC2)[C@@H]4c2ccccc2)C3c2ccc(Cl)nc2)cc1 (some centres not stated),3%,i,-17%,0.5%,-2.3,i,5%,-2%,-23%
C=CCn1c(SC2CCOC2=O)nc2sc(CC)cc2c1=O (configuration not stated),4%,i,?,0.4%,0.0,i,.,-1%,-6%
O=C(NNC(=O)C1CCN(S(=O)(=O)c2ccccc2C(F)(F)F)CC1)c1ccccc1O,1%,i,10%,-0.7%,1.2,i,-16%,0%,-17%
CCCSc1nc(SCC(=O)NCc2ccccc2)c2c3c(sc2n1)COC(C)(C)C3,3%,i,13%,4.1%,-0.8,i,0%,-1%,19%
Cc1c(C(=O)N(C)C)c2ccc(Cl)cc2n1O,-1%,i,-3%,-0.2%,-0.4,i,-21%,0%,-10%
CCCN(Cc1cccs1)C(=O)Nc1ccc(F)c(Cl)c1,10%,.,?,4.0%,.,.,-14%,.,-22%
N#CCCN1CCN(S(=O)(=O)c2ccc(S(=O)(=O)N3CCCC3)cc2)CC1,3%,i,13%,-0.4%,-2.4,i,-2%,-2%,1%
COCCCNc1nc(NCc2cccc(Cl)c2)c2cnn(C)c2n1,1%,?,-15%,5.9%,.,.,.,.,-23%
CC1(C(=O)O)CCC(C(=O)NNC(=O)c2ccccc2Cl)C1(C)C (configuration not stated),1%,i,23%,-0.7%,2.6,i,8%,.,22%
CCC(=O)Nc1ccc(NC(=O)CSc2nnnn2-c2ccc(OC)cc2)cc1,-5%,i,-3%,-0.2%,0.2,i,-19%,-19%,-12%
CCOC(=O)CSc1nc2c(c(=O)[nH]c(=O)n2C)n1CCc1ccccc1,-8%,i,6%,-0.2%,0.8,i,.,-1%,14%
COCCn1cnc2c1c(=O)n(CC(=O)Nc1cc(C)on1)c(=O)n2Cc1ccccc1,0%,?,-4%,-0.8%,-0.1,i,.,1%,12%

# Some of the entries above in another layout:
compound | A549 tox | S2 tox | TGFb SMAD3 inh | Nrf2 ARE act | CCT modulator | Akt phos inh | Nrf2 inh | MmCpn inh | HepG2 viability
CCC(=O)Nc1ccc(NC(=O)CSc2nnnn2-c2ccc(OC)cc2)cc1 | -5% | i | -3% | -0.2% | 0.2 | i | -19% | -19% | -12%
CCOC(=O)CSc1nc2c(c(=O)[nH]c(=O)n2C)n1CCc1ccccc1 | -8% | i | 6% | -0.2% | 0.8 | i | . | -1% | 14%

# Records listed above marked active in Nrf2 inh.
structure	TGFb SMAD3 inh	Nrf2 ARE act	CCT modulator	Akt phos inh	Nrf2 inh	MmCpn inh
Cc1ccc(C(=O)OCC(=O)NC(=O)c2cccn2C)cc1	5%	-2.6%	0.3	i	1.3µM*	0%
O=C(CNc1cc(S(=O)(=O)N2CCCC2)ccc1OCC(F)(F)F)Nc1ccc(SC(F)F)cc1	0%	5.4%	2.6	i	5.2µM*	1%

# Bioassay records as filed in PubChem.
